Assay outcomes from PubChem.
RBX1-CUL1 inh – blocks human RBX1-Cullin-1 di-ubiquitin formation | P62877+Q13616 | AID 1347404 | inhibition, % at 10 µM | in vitro K48 di-Ub FRET, acceptor:donor ratio, 45 min | 0.6% of 140,000 active; in the data active = inhibition above about 25%
Target sequence (P62877 whole entry, looked up): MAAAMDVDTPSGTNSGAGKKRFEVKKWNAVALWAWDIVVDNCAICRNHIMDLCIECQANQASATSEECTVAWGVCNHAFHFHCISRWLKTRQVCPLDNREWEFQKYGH
Target sequence (Q13616 whole entry, looked up): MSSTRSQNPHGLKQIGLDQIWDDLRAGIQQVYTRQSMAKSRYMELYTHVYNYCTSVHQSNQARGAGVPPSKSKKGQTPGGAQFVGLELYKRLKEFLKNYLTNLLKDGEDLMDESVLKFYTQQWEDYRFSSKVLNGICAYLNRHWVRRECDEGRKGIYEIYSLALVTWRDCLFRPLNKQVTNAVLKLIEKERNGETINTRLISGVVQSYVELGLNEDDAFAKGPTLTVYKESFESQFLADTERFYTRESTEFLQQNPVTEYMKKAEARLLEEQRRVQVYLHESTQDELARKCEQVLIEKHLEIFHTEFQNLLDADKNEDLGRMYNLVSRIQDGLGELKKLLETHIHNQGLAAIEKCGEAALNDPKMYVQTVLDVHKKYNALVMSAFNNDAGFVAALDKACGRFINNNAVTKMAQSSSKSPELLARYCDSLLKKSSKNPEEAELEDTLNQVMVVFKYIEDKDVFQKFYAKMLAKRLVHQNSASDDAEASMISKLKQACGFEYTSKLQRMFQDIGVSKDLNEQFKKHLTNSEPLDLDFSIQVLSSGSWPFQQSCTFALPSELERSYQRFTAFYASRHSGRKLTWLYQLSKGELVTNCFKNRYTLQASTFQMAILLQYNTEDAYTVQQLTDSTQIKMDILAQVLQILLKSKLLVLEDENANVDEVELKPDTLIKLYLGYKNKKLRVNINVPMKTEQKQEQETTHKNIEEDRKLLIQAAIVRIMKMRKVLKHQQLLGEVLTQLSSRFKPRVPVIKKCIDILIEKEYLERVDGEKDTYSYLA
Starred values were filed as active, the others as inactive. These rows are one share of the data; rates above refer to the full screens.

RBX1-CUL1 inh | SMILES
-11.7 | Cc1nc(NC(=O)c2cc(-c3ccc(Br)cc3)nc3ccccc23)sc1C(=O)N(C)C
3.4 | CC1CN(C(=O)C2(C)CC2(Br)Br)CC(C)O1 (configuration not stated)
-13.9 | FC(F)(F)c1ccccc1Cn1ncc2[nH]c(C3CCOCC3)nc21
6.7 | c1nc(N2CCCCC2)cc2c1CCN2
3.4 | CCCCOc1ccc(CNC(=O)C2COc3ccc(OC)cc3C2)cc1 (configuration not stated)
0.8 | COc1cc(-c2c(C#N)c(N)nc3c2CCCCC3)ccc1OCc1cccc(C(F)(F)F)c1
-0.8 | CC1(C)CC(=O)C1(Cl)CC(Cl)(Cl)Cl (configuration not stated)
-3.4 | Cc1nn(C(C)C(=O)NCCc2ccccc2)c(=O)c2c1sc1ccccc12 (configuration not stated)
-7.3 | O=C(CSc1nc2sc3c(c2c(=O)n1-c1ccc(F)cc1)CCCC3)N1CCOCC1
-4.4 | COc1ccc(C(CC(=O)c2cccs2)Sc2ccccc2N)cc1 (configuration not stated)
3.0 | Cc1cc(C)cc(-n2ccn(CC(=O)Nc3ccccc3C(F)(F)F)c(=O)c2=O)c1
-4.6 | O=C1c2cc(Cl)c(Cl)cc2C(=O)N1c1cc(Cl)ccc1Cl
15.7 | CCOCCCNC(=O)COc1ccc(Cl)cc1
0.4 | CC(C)(C)c1ccc(C(=O)NC(=S)Nc2ccc(N3CCOCC3)cc2)cc1
-5.0 | COc1ccc(C(=O)n2nc(C)c(Sc3ccc(C)cc3)c2C)cc1
-0.8 | Cc1ccc(NS(=O)(=O)c2ccc(-n3cccn3)cc2)cc1Cl
6.6 | CCOC(=O)N1CCN(Cc2ccc3c(c2)CN(C(=O)c2cccs2)CCO3)CC1
1.1 | COc1cc(C(=O)Nc2c(C)nn(Cc3ccc(Br)cc3)c2C)cc(OC)c1OC
1.9 | O=C(NCc1cccnc1-n1ccnc1)c1ncoc1C1CC1
6.4 | CC1(CCCN2C(=O)c3ccccc3C2=O)OCCO1
-2.9 | Cc1nn(C(CC(=O)O)C(=O)O)c(C)c1Br (configuration not stated)
6.3 | COc1cc(CNC23CC4CC(CC(C4)C2)C3)cc(Cl)c1OCC(N)=O
1.8 | Cc1ncc2c(c1-c1noc(-c3ccc(N)nc3)n1)CCN(CC1CCCC1)C2
6.2 | CCc1cc(C(=O)N2CCN(c3ccccc3)CC2)cs1
6.6 | CCc1ccc(-c2n[nH]c3c2CN(C(=O)c2cnn4ccccc24)CC3)cc1
-1.9 | O=C1c2ccsc2C(=O)c2ccsc21
8.4 | Cc1nc(N)sc1C(=O)N/N=C/c1c[nH]c2ccccc12
7.5 | O=C(COC(=O)c1ccc2c(c1)C(=O)N(c1ccccc1C(F)(F)F)C2=O)c1ccc2ccccc2c1
0.5 | CCc1ccccc1-n1c2c(cc(-c3nc(-c4ccc(Cl)cc4)cs3)c1=O)C(=O)CC(C)(C)C2
-4.3 | COC(=O)C1=C(C)N(C)C(=O)NC1c1ccc(F)cc1 (configuration not stated)
1.9 | C=C(C)CN(CC)C(=O)CCc1nnc(C2CCCCC2)o1
1.1 | CCOC(=O)c1[nH]c(C)c(CCC(=O)NCc2cccc(C)c2)c1C
-6.7 | N=C1C(c2nc3ccccc3c(=O)[nH]2)C(=O)CN1c1cccc(Cl)c1 (configuration not stated)
0.0 | Cc1cccc(OCC(=O)Nc2ccc3c(c2)nc(CN2CCCCC2)n3C)c1
-0.3 | COc1cc(OC)nc(N/N=C(\c2ccccc2)c2cccnc2)n1
-7.5 | CCCCC1(c2ccccc2)NC(=S)N(c2ccccc2)N1 (configuration not stated)
1.2 | O=C(Cn1ncc2ccc(Cl)cc21)NCc1ccc(F)cc1
-0.3 | COc1ccc(-c2cc(-c3ccccc3)nc3sc(C(=O)Nc4ccc(C)cc4C)c(N)c23)cc1OC
-0.4 | CC1CCc2onc(C(=O)N3CCN(c4ccc(Cl)cc4)CC3)c2C1 (configuration not stated)
1.9 | CCn1c2c(c(=O)n3ncc(C(=O)Nc4ccc(F)c(Cl)c4)c13)CN(Cc1ccc(OC)cc1)CC2
0.6 | O=C(Nc1nnc(-c2ccc(F)cc2)s1)c1cccs1
3.3 | COCc1c(C(=O)O)nnn1-c1ccc(Cl)cc1
13.5 | Cc1ccc(F)cc1S(=O)(=O)N1CCC(Cn2cc(C(C)(C)N)nn2)CC1
1.2 | O=C(Oc1ccc2c(c1)oc(=O)c1ccccc12)C1CCCCC1
6.4 | CC(C)c1ccc(NC(=O)c2ccc3c(c2)NC(=O)C(S(=O)(=O)c2ccccc2)C3=O)cc1 (configuration not stated)
-0.9 | Cc1nc2ccccc2cc1C(=O)Nc1ccc(Br)cc1
-6.9 | CCOC(=O)C(NCc1ccco1)(NC(=O)c1ccccc1)C(F)(F)F (configuration not stated)
0.4 | COC(=O)c1c(Oc2ccc(C(C)=O)cc2)nnc(-c2ccccc2)c1-c1ccccc1
4.7 | COCCN1C(=O)C(=O)C(C(=O)c2ccc3c(c2)CC(C)O3)C1c1cccc(Oc2ccccc2)c1 (configuration not stated)
-4.3 | Cc1[nH]cnc1CN1CCCC(CCc2ccc(F)cc2F)C1 (configuration not stated)
5.9 | CC(=O)Nc1cc(Cl)ccc1N1CCN(C(=O)C(C)C)CC1
100.7* | O=C(O)c1cc2c3c(c1)C1C=CCC1C(c1ccccc1Cl)N3CC1CC=CC21 (configuration not stated)
8.5 | CC(=O)N1C(NCc2ccccc2)CC(C)N1c1ccccc1 (configuration not stated)
4.1 | CC1N=C2c3ccccc3N=C(SCC(=O)NCc3ccc(Cl)cc3)N2C1=O (configuration not stated)
7.8 | CC(=O)c1ccc(NC(=O)c2noc3c2CSc2ccccc2-3)cc1
-1.9 | COc1ccc(N=CC2C(=O)NC(=O)N(c3ccccc3)C2=O)cc1Cl (configuration not stated)

(continued)
RBX1-CUL1 inh | SMILES
-6.5 | O=C(CSc1nc2ccsc2c(=O)n1Cc1ccc(F)cc1)NCc1ccc(Cl)cc1
7.8 | CC(=O)c1cccc(NC(=O)Cn2nc(C)n3cccc3c2=O)c1
-11.6 | COc1ccc(-c2ncc(CNC3CCCN(c4ncccn4)C3)cn2)cc1 (configuration not stated)
0.5 | O=C(O)c1ccccc1-c1ccc(Cn2cnc3cc(Cl)c(Cl)cc32)cc1
-8.2 | CCOc1ccc(OCC)c(NC(=O)C2CCCN(S(=O)(=O)c3ccc4c(c3)oc(=O)n4C)C2)c1 (configuration not stated)
-5.6 | COc1ccc(NC(=O)C(Cc2ccccc2)=NC(=O)c2ccc(Br)o2)cc1
5.3 | CCOC1=NC(=O)C(CC)C(=O)O1 (configuration not stated)
2.1 | CCOC(=O)C1=C(c2ccccc2)N=C2SCC(=O)N2C1c1ccc(O)c(OC)c1 (configuration not stated)
2.9 | CCOc1ccccc1-c1noc(CCCC(=O)Nc2cccc(C(F)(F)F)c2)n1
17.6 | Clc1cccc(-n2cc(-c3ccnc(NCCc4cnc[nH]4)n3)cn2)c1
-0.6 | c1ccc(COC2OC3COC2C2OC32)cc1 (configuration not stated)
6.6 | O=C(O)CNS(=O)(=O)c1cccc2ccccc12
-7.5 | Cc1oc(-c2ccccc2NC(=O)CC2CCCC2)nc1CNC(=O)Cn1ncc2ccccc21
-7.5 | Cc1nn(CC(=O)NCc2ccco2)c(=O)c2nn(-c3ccccc3)c(C)c12
11.2 | CCOC(=O)c1cc2c(=O)c3cc(C)ccc3oc2nc1N
7.3 | CC1=NNC2C(=O)N(Cc3ccccc3)C(=O)C12 (configuration not stated)
4.8 | CCc1ccc(S(=O)(=O)N2CCN(C(=O)C3CCC3)CC2)cc1
10.4 | CCOc1ccc(CNC(=O)c2ccc3c(c2)sc2nc(-c4ccccc4)cn23)cc1
11.7 | CCN1C(=O)C([N+](=O)[O-])C(=NCCN(C)C)c2ccccc21 (configuration not stated)
-0.3 | Cc1ccc(OC(C)C(=O)NC2CCCCC2)cc1 (configuration not stated)
-3.2 | COC(=O)c1c(Nc2ccccc2)sc(C(=O)c2ccc(NC(C)=O)cc2)c1C
6.1 | CN(CCc1ccccn1)C(=O)CCC1CCCN(C(=O)C2=CCCC2)C1 (configuration not stated)
1.3 | CC(C)C(=O)Nc1nnc(S(=O)(=O)N2CCc3ccccc32)s1
-5.5 | COc1cccc(CCC2CCCN(C(=O)c3cscn3)C2)c1 (configuration not stated)
10.5 | C#CCOCC(O)CN1CCN(c2ccc(F)cc2)CC1 (configuration not stated)
-1.3 | CCN(c1ccccc1)c1nnc(NC(=O)Nc2ccc(C)cc2)s1
5.1 | CC1=Nc2ccccc2C1=Cc1sc(=N)n(-c2cccc(C)c2C)c1O
4.8 | O=C(NC(=O)c1c(F)cccc1Cl)Nc1ccc2ccccc2c1
-1.5 | CCc1ccc(-c2cc(C)no2)cc1S(=O)(=O)N1CCN(c2cccc(Cl)c2)CC1
4.8 | COc1ccc(-c2nnn(CC(=O)Nc3cccc(F)c3)n2)cc1
-3.8 | O=C(Cn1ncc2c3ccccc3n(Cc3cccc(Cl)c3)c2c1=O)Nc1ccc(F)cc1F
1.5 | CCOCCn1c(=O)c2c(nc3oc(C)c(C)n32)n(C)c1=O

Reformatted tab-delimited: entries from further up
molecule	RBX1-CUL1 inh
COc1ccc(NC(=O)C(Cc2ccccc2)=NC(=O)c2ccc(Br)o2)cc1	-5.6
CCOC1=NC(=O)C(CC)C(=O)O1 (configuration not stated)	5.3
CCOC(=O)C1=C(c2ccccc2)N=C2SCC(=O)N2C1c1ccc(O)c(OC)c1 (configuration not stated)	2.1
CCOc1ccccc1-c1noc(CCCC(=O)Nc2cccc(C(F)(F)F)c2)n1	2.9
Clc1cccc(-n2cc(-c3ccnc(NCCc4cnc[nH]4)n3)cn2)c1	17.6
c1ccc(COC2OC3COC2C2OC32)cc1 (configuration not stated)	-0.6
O=C(O)CNS(=O)(=O)c1cccc2ccccc12	6.6
Cc1oc(-c2ccccc2NC(=O)CC2CCCC2)nc1CNC(=O)Cn1ncc2ccccc21	-7.5
Cc1nn(CC(=O)NCc2ccco2)c(=O)c2nn(-c3ccccc3)c(C)c12	-7.5
CCOC(=O)c1cc2c(=O)c3cc(C)ccc3oc2nc1N	11.2
CC1=NNC2C(=O)N(Cc3ccccc3)C(=O)C12 (configuration not stated)	7.3
CCc1ccc(S(=O)(=O)N2CCN(C(=O)C3CCC3)CC2)cc1	4.8
CCOc1ccc(CNC(=O)c2ccc3c(c2)sc2nc(-c4ccccc4)cn23)cc1	10.4
CCN1C(=O)C([N+](=O)[O-])C(=NCCN(C)C)c2ccccc21 (configuration not stated)	11.7
Cc1ccc(OC(C)C(=O)NC2CCCCC2)cc1 (configuration not stated)	-0.3
COC(=O)c1c(Nc2ccccc2)sc(C(=O)c2ccc(NC(C)=O)cc2)c1C	-3.2
CN(CCc1ccccn1)C(=O)CCC1CCCN(C(=O)C2=CCCC2)C1 (configuration not stated)	6.1
CC(C)C(=O)Nc1nnc(S(=O)(=O)N2CCc3ccccc32)s1	1.3
COc1cccc(CCC2CCCN(C(=O)c3cscn3)C2)c1 (configuration not stated)	-5.5
C#CCOCC(O)CN1CCN(c2ccc(F)cc2)CC1 (configuration not stated)	10.5
CCN(c1ccccc1)c1nnc(NC(=O)Nc2ccc(C)cc2)s1	-1.3
CC1=Nc2ccccc2C1=Cc1sc(=N)n(-c2cccc(C)c2C)c1O	5.1
O=C(NC(=O)c1c(F)cccc1Cl)Nc1ccc2ccccc2c1	4.8
CCc1ccc(-c2cc(C)no2)cc1S(=O)(=O)N1CCN(c2cccc(Cl)c2)CC1	-1.5

Next section.
RBX1-CUL1 inh | SMILES
1.2 | CN1CCN(C(=O)c2csc3c2CCCC3)CC1
1.2 | CCCCn1c(=O)c2oc3ccccc3c2n(CC(=O)Nc2cccc(Cl)c2C)c1=O
-2.7 | Cn1c(=O)c(Sc2ccccc2)c(Cl)c2ccccc21
15.0 | CCc1ccc(C(=O)Nc2ccc(N3CCN(C(=O)c4ccco4)CC3)cc2)cc1
-2.2 | CN(Cc1ccccc1)S(=O)(=O)c1ccc(OCC(=O)NCC2CCCO2)cc1 (configuration not stated)
2.1 | NC(=O)c1ncn(CC(O)CO)c1N (configuration not stated)
2.6 | COC1CCCN(C(=O)c2cn(CCCc3ccccc3)nn2)C1 (configuration not stated)
11.9 | O=c1cc(C2CCNCC2)nc(CC2CCCO2)[nH]1 (configuration not stated)
-0.8 | CC(C)Cc1cn(CC2CCCN(C(=O)c3cscn3)C2)nn1 (configuration not stated)
-8.2 | O=C1N=C(Cc2cccn2-c2ccc(I)cc2)C(=O)N1c1ccc(Cl)cc1
1.9 | Cc1ccc(C(=O)C(OC(=O)c2cccs2)c2ccccc2)cc1 (configuration not stated)
2.4 | O=C(CCc1nnc(CCc2c[nH]c3ccccc23)o1)N1CCSCC1
-7.8 | O=C(Oc1c(C(=O)c2ccc(Br)cc2)sc2ccccc12)c1ccc(F)cc1
0.5 | COc1cc(CO)cc(I)c1OCc1cccc(C(=O)O)c1
-0.5 | Cc1c(CC(=O)N2CCCC2)c2c(n1CC1CCCO1)CCCC2=O (configuration not stated)
-0.9 | O=[N+]([O-])c1cccnc1SCC(O)CO (configuration not stated)
-0.3 | Cc1oc(C)c2c(=O)cc(-c3ccc4c(c3)OCO4)cc(OC(=O)c3cccc(Cl)c3)c12
4.6 | CCc1ccc(-n2c(=O)c3ccccc3n(CC(=O)NCCc3ccc(OC)c(OC)c3)c2=O)cc1
4.0 | Cc1ccc2nc(-c3ccc(NC(=O)COc4ccccc4Cl)cc3)[nH]c2c1
3.7 | CC(=O)N1CCN(c2c(Cl)cccc2NC(=O)c2ccccc2C)CC1
-8.6 | COc1ccc(-c2nnc3n2N=C(C)C(C(=O)c2ccccc2)S3)cc1 (configuration not stated)
1.0 | Cc1cccc(Cn2c(SCc3ccc(C(=O)NCc4ccccc4)cc3)nc3cccnc32)c1
5.4 | C[n+]1ccccc1COc1ccc(C(N)=O)cc1
17.2 | COc1ccc(C(=O)Nc2nc3n(n2)C(c2ccc(Cl)cc2)CC(c2ccccc2)=N3)cc1OC (configuration not stated)
5.1 | COCCc1nc2ccc(C(=O)N3CCCCO3)cc2o1
5.7 | Cc1cccc(OCc2nc(C#N)c(N3CC(C)OC(C)C3)o2)c1 (configuration not stated)
6.9 | Cc1ccccc1C(O)(c1ccccc1)C(C)CN(C)C (configuration not stated)
1.3 | COc1ccc(CNC(=O)CCC2(Cc3ccc(C)cc3)CCC(=O)N2)cc1 (configuration not stated)
-8.5 | CCc1ccc(C2=NN(c3ccc(S(N)(=O)=O)cc3)C(c3ccc(F)cc3)C2)cc1 (configuration not stated)
2.7 | CC1CCN(S(=O)(=O)N2CCN(c3ccccn3)CC2)CC1
